PG9 Ab binder: binds the HIV-1 gp120 antibody PG9. inhibition, % at 6.7 µM. AID 624416. TR-FRET gp120-PG9 antibody binding. actives 0.43% (n = 360,000); in the data active means inhibition above about 8.5%
ABHD4 inh: inhibitors of mouse ABHD4 | purified mABHD4, FP-Rh probe fluorescence polarization | inhibition, % at 8.92 µM | actives 0.54% (n = 370,000);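 active means inhibition exceeding the mean over every tested compound plus 3 SD, cut at about 30% in these data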;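 further: 0% = plate median of compound wells and 100% = S159A mutant with DMSO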
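assay system = mABHD4 protein | compound dosing = single nominal dose of 8.92 µM, 0.89% DMSO final | read-out basis = percent inhibition of probe binding, normalized to plate controls | schedule = Enzyme–compound pre-incubation 45 min, then probe 60 min, both 25 °C | detection = fluorescence polarization, excitation 525 nm, emission 598 nm, BODIPY TMR filters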
ASAP1 GAP inh: inhibitors of human ASAP1 ArfGAP activity; ASAP1-stimulated ARF1 GTP hydrolysis, GDP FP detection; inhibition, % at 16.5 µM; actives 0.19% (n = 360,000); in the data active means inhibition above about 25%;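 further: 0% = vehicle with enzyme and substrate and 100% = no enzyme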
GC-A act: GC-A (human) enzyme activation; AID 1671463; HEK293 GC-A cells, cGMP TR-FRET, EC30 ANP; 0% at EC30 ANP, 100% saturating ANP; actives 0.14% (n = 370,000); activation, % at 10 µM; P16066; in the data active means activation above about 40%
NR1D1 modulator: Rev-erb alpha (human) modulation | P20393 | actives 0.79% (n = 370,000) | Rev-erbα–FITC-DNA binding, fluorescence polarization, 90 min | activity, % at 10 µM;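 active means activity above about 14%, limit read from the data; passing the limit was not always enough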;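 further: 0% = DMSO wells with 35 nM protein and 100% = DMSO wells with 750 nM protein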
Target sequence (P20393 whole entry, looked up): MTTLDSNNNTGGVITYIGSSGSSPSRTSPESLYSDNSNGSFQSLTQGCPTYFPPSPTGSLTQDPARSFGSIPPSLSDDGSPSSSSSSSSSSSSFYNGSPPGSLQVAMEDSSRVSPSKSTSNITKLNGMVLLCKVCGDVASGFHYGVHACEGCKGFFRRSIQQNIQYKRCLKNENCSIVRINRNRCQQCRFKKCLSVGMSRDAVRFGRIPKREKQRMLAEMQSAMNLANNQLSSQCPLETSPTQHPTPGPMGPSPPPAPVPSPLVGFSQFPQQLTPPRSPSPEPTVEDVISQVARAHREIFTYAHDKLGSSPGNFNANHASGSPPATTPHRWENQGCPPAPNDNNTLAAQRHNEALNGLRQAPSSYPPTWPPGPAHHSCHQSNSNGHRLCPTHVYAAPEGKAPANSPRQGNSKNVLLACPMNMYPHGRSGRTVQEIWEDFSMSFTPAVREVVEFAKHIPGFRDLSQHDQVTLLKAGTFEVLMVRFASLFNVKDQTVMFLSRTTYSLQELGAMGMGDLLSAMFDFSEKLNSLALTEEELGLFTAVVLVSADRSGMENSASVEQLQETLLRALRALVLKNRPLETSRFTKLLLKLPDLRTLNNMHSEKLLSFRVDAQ
HTRA1 inhibitor: inhibitors of human serine peptidase HTRA1; inhibition, % at 5.96 µM; recombinant HTRA1, FP-rhodamine activity-based probe, fluorescence polarization; AID 504803; actives 0.5% (n = 340,000); in the data active means inhibition above about 36%;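 further: 0% = enzyme with DMSO and 100% = wells lacking enzyme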
rCAG RNA binder: molecules binding r(CAG) RNA repeats | r(CAG) RNA repeat, TO-PRO-1 dye displacement fluorescence | inhibition, % at 3 µM | actives 1.3% (n = 370,000);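 active means inhibition above the plate cutoff, the mean of all test compounds on that plate plus 3 SD, cut at about 35% in these data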;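 further: 0% = DMSO alone and 100% = 100 µM mitoxantrone as full dye displacement; higher means more dye released from RNA so lower well fluorescence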
SMARCA2 act: increases SMARCA2 function in MMTV reporter cells; MG213 cells, MMTV-luciferase reporter, dexamethasone, overnight; activation, % at 9.1 µM; actives 1% (n = 370,000); in the data active means activation above about 7.8%;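 further: 0% = vehicle wells and 100% = reference activator wells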
GC-B act: GC-B (human) receptor activation. activation, % at 10 µM. HEK293-GC-B cells, CNP EC30, cGMP TR-FRET; 0% at EC30 CNP, 100% saturating CNP. actives 0.11% (n = 370,000). P20594;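 active means activation at 10 µM reaching about 35% in either raw or pattern-adjusted values, limit read from the data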
ARFGAP1 inhibitor: inhibitors of rat ARFGAP1. Q62848. Arfgap1-stimulated ARF1 GTP hydrolysis, GDP FP detection. inhibition, % at 16.5 µM. actives 0.26% (n = 360,000);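 active means inhibition above a per-plate limit, mean inhibition of low control wells plus 3 SD, cut at about 25% in these data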;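 further: 0% = DMSO wells with enzyme and 100% = wells lacking Arfgap1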
Target sequence (Q62848 1-136 limits assumed): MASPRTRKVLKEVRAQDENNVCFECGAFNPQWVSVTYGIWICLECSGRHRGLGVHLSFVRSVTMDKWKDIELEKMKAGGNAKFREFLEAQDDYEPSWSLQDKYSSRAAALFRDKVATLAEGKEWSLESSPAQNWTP
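Material – truncated rat Arfgap1 GAP domain · Buffer or medium – HEPES-based buffer, pH 7.5 · Reagent – human ARF1(Δ1-17)-GTP substrate · Dosing – 16.5 µM single point, 1.26% DMSO · Schedule – GTP hydrolysis reaction 2 h at 25 °C · Technique – GDP detection by fluorescence polarization · Benchmarks – No-Arfgap1 wells (100%) versus DMSO full-reaction wells (0%) · Repeats – single replicate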
* hit, by the source's call; / = no result given.

SMILES | PG9 Ab binder | ABHD4 inh | ASAP1 GAP inh | GC-A act | NR1D1 modulator | HTRA1 inhibitor | rCAG RNA binder | SMARCA2 act | GC-B act | ARFGAP1 inhibitor
O=c1[nH]c2cc3c(cc2cc1CN(Cc1ccco1)C(=S)NCCCN1CCOCC1)OCCO3 | -1.6 | 2.4 | 3.3 | 0.0 | -5.9 | -4.6 | 1.3 | 4.4 | 2.1 | -4.6
COc1ccc(C)cc1NC(=O)c1cnc2sccn2c1=O | -0.4 | 0.8 | 7.0 | 5.8 | -0.4 | / | 0.5 | -1.6 | -2.6 | -2.5
O=C(Cn1ncc2c([nH]c3ccccc32)c1=O)NCC1CCN(Cc2ccccc2F)CC1 | -0.6 | -0.1 | 4.4 | 0.0 | 5.3 | 1.5 | -2.0 | -0.9 | 0.8 | -1.7
COc1cc(C)ccc1OCCON1C(=O)CCC1=O | -0.8 | -0.9 | 9.8 | 0.1 | -5.3 | 11.8 | -2.2 | -3.1 | 3.4 | 3.9
O=C(CSc1ccccc1F)NCC(c1ccco1)N1CCCCC1 (stereo unspecified) | -1.7 | 2.9 | 1.0 | -0.8 | 9.7 | -2.8 | -2.2 | -0.8 | -2.5 | 4.2
C[C@@]12C(=O)N(c3cccc(Cl)c3)C(=O)N1[C@@H]1c3ccccc3OC[C@@H]1[C@H]2c1ccccc1 | -0.5 | -9.6 | 1.9 | -3.7 | 7.0 | -21.8 | 5.0 | 0.2 | 3.4 | 3.6
Cc1ccc(NS(=O)(=O)c2ccccc2[N+](=O)[O-])cc1S(=O)(=O)N1CCCCC1 | -1.8 | 1.6 | -4.5 | 5.9 | 5.7 | -1.0 | 33.9 | 5.7 | 1.9 | -3.5
COc1ccc(-c2csc(C(C)(O)c3ccccc3)n2)cc1 (stereo unspecified) | 0.3 | -12.6 | -9.9 | 4.7 | -5.9 | / | 1.4 | -0.9 | 2.6 | -2.3
CCOC(=O)c1sc(NC(=O)CSCc2c(C)noc2C)nc1C | 0.0 | 2.6 | 2.5 | -0.3 | -6.4 | -9.8 | 6.6 | -1.5 | 0.2 | 3.1
CCn1nnnc1SCC(=O)c1ccc2c(c1)OCCO2 | 0.0 | 4.1 | -2.7 | 3.0 | -4.4 | 2.4 | 1.0 | 5.1 | -6.5 | -16.6
NC(=O)NC(=O)c1nccnc1C(=O)O | -1.9 | 11.5 | 0.9 | 4.0 | 0.8 | 5.9 | 0.5 | -2.8 | 0.5 | 4.5
CN(c1ccccc1)S(=O)(=O)c1cccc(NC(=O)CN2CCCc3ccccc32)c1 | 1.0 | -22.0 | -1.6 | -6.7 | 1.3 | -7.3 | 4.2 | -6.0 | -0.5 | 0.8
CC(=O)c1ccc(S(=O)(=O)N(C)CC(=O)NCC2CCCCC2)cc1 | -3.9 | -4.3 | 1.4 | -1.6 | -2.0 | -4.2 | -0.6 | 4.9 | 1.6 | -3.6
COc1ccc(C(=O)C2CCCN(C(=O)/C=C/c3cnc[nH]3)C2)c(C)c1 (stereo unspecified) | -1.0 | 1.6 | 5.2 | 0.8 | 5.4 | 0.7 | -5.7 | 0.1 | 0.2 | -6.5
O=C(CSc1nnc(Cc2cccs2)n1-c1ccc(Cl)cc1)NCc1ccc2c(c1)OCO2 | 0.8 | 0.1 | 4.5 | -14.9 | 3.6 | -6.5 | -64.3 | -2.9 | -5.8 | 17.4
CN(Cc1ccc(Cl)cc1)C(CCc1ccccc1)C(=O)NC1CCCCC1 (stereo unspecified) | -0.2 | -2.7 | 8.4 | -3.5 | 0.1 | / | 1.4 | 5.3 | -3.3 | 5.5
Cc1nnc(C)n1/N=C/c1cccc(Oc2ccccc2)c1 | -0.4 | 4.5 | 9.5 | -0.1 | 3.7 | -8.6 | -3.4 | -1.6 | -1.7 | 3.1
O=C(Nc1ccc(S(=O)(=O)NC2CCCCC2)cc1)c1ccco1 | -0.6 | -3.6 | -7.8 | 3.8 | 0.0 | -16.7 | -1.6 | -2.8 | -7.5 | -9.2
O=C(CSc1cccc(C(F)(F)F)c1)NC(=O)c1ccccc1 | -4.0 | -8.4 | 5.5 | 4.0 | -6.7 | -8.1 | 2.6 | -1.2 | -5.3 | -2.3
COc1ccc(Cl)cc1NC(=O)C(C)N1CCN(C/C=C/c2ccccc2)CC1 (stereo unspecified) | -5.0 | 11.2 | 2.6 | 1.9 | -4.5 | -33.9 | -6.6 | 0.3 | -12.3 | 1.5
COc1ccc(OC)c(S(=O)(=O)N2c3ccccc3CC2C)c1 (stereo unspecified) | -1.0 | 4.3 | -12.1 | -16.1 | 1.3 | -3.8 | -1.1 | -3.4 | -9.3 | 6.6
O=C(NC1CCCC1)C(c1ccc(N2CCOCC2)cc1)N(Cc1ccco1)C(=O)c1ccco1 (stereo unspecified) | 0.0 | -0.4 | -14.8 | 7.8 | -3.9 | 3.6 | 3.4 | 2.4 | -14.3 | -2.3
O=C(NCc1ccccc1F)c1cccc(S(=O)(=O)N2CCCCC2)c1 | 2.5 | -13.7 | -4.0 | -2.0 | -2.4 | 1.1 | 2.4 | -4.4 | 3.1 | -9.0
CCOc1ccccc1NC(=O)c1nc(-c2ccccc2)oc1C | 1.4 | 0.1 | -2.6 | -35.7 | 2.5 | 6.7 | 5.2 | -1.1 | -3.7 | -3.9
Cn1c(SCCCC(=O)c2ccc(Br)cc2)nnc1-c1ccncc1 | 0.8 | -1.7 | 2.4 | -4.6 | -2.3 | 0.2 | -6.0 | -2.1 | -9.4 | 16.6
COc1ccc(C2=NOC(Cn3nc(C(=O)NCc4ccco4)cc3-c3ccccc3)C2)cc1 (stereo unspecified) | -2.4 | -8.5 | -8.9 | -3.2 | 1.6 | -18.4 | 7.0 | -0.8 | -1.1 | -0.8
Cc1cc(C)c(CN2CCN(C(=O)CC[C@H]3O[C@@H](n4ccc(=O)[nH]c4=O)[C@H](O)[C@@H]3O)CC2)c(C)c1 | -0.9 | 2.9 | -6.6 | 0.2 | 4.6 | / | 1.6 | -4.4 | 3.5 | -4.0
O=C(c1cccc(F)c1)N1CCC(N2CCCCCC2)CC1 | 4.4 | 12.1 | -2.6 | -5.2 | -2.6 | 7.4 | 0.0 | 2.1 | -5.7 | 3.1
Cc1ccc(C2CC(c3cccc(C)c3)n3nc(N)nc3N2)cc1 (stereo unspecified) | -0.1 | 9.6 | 8.9 | -0.2 | -3.1 | -10.2 | 2.1 | -2.8 | 2.4 | -8.9
COC(=O)c1c(C(=O)OC)c(-c2ccc(C(C)(C)C)cc2)n2c1CS(=O)C2 (stereo unspecified) | -1.7 | -9.1 | 3.0 | -0.8 | 0.8 | -6.3 | -4.2 | -1.7 | -1.3 | 0.7

7 entries drawn at random from those above, as already listed:
SMILES | PG9 Ab binder | ABHD4 inh | ASAP1 GAP inh | GC-A act | NR1D1 modulator | HTRA1 inhibitor | rCAG RNA binder | SMARCA2 act | GC-B act | ARFGAP1 inhibitor
CCOc1ccccc1NC(=O)c1nc(-c2ccccc2)oc1C | 1.4 | 0.1 | -2.6 | -35.7 | 2.5 | 6.7 | 5.2 | -1.1 | -3.7 | -3.9
Cc1cc(C)c(CN2CCN(C(=O)CC[C@H]3O[C@@H](n4ccc(=O)[nH]c4=O)[C@H](O)[C@@H]3O)CC2)c(C)c1 | -0.9 | 2.9 | -6.6 | 0.2 | 4.6 | / | 1.6 | -4.4 | 3.5 | -4.0
O=C(NC1CCCC1)C(c1ccc(N2CCOCC2)cc1)N(Cc1ccco1)C(=O)c1ccco1 (stereo unspecified) | 0.0 | -0.4 | -14.8 | 7.8 | -3.9 | 3.6 | 3.4 | 2.4 | -14.3 | -2.3
O=C(NCc1ccccc1F)c1cccc(S(=O)(=O)N2CCCCC2)c1 | 2.5 | -13.7 | -4.0 | -2.0 | -2.4 | 1.1 | 2.4 | -4.4 | 3.1 | -9.0
Cc1ccc(C2CC(c3cccc(C)c3)n3nc(N)nc3N2)cc1 (stereo unspecified) | -0.1 | 9.6 | 8.9 | -0.2 | -3.1 | -10.2 | 2.1 | -2.8 | 2.4 | -8.9
O=C(c1cccc(F)c1)N1CCC(N2CCCCCC2)CC1 | 4.4 | 12.1 | -2.6 | -5.2 | -2.6 | 7.4 | 0.0 | 2.1 | -5.7 | 3.1
Cn1c(SCCCC(=O)c2ccc(Br)cc2)nnc1-c1ccncc1 | 0.8 | -1.7 | 2.4 | -4.6 | -2.3 | 0.2 | -6.0 | -2.1 | -9.4 | 16.6

Carrying on.
SMILES | PG9 Ab binder | ABHD4 inh | ASAP1 GAP inh | GC-A act | NR1D1 modulator | HTRA1 inhibitor | rCAG RNA binder | SMARCA2 act | GC-B act | ARFGAP1 inhibitor
COc1ccc(CCN(C(=O)C(F)(F)F)C(C(=O)NC2CCCCC2)c2ccc(C)s2)cc1 (stereo unspecified) | -1.8 | -19.9 | -4.1 | -23.6 | 3.4 | 3.6 | 1.6 | -2.2 | -13.0 | -7.8
O=C(CCCN1C(=O)c2ccccc2C1=O)NCCCn1ccnc1 | 1.1 | -1.4 | -3.9 | -0.4 | 2.9 | 12.6 | -1.7 | 0.9 | -2.8 | 2.7
COc1cccc(C2CC(c3ccc(C(C)C)cc3)n3nc(N)nc3N2)c1 (stereo unspecified) | -1.9 | 5.3 | 5.6 | 5.7 | -5.3 | -6.8 | -2.3 | -2.3 | -0.7 | -19.7
CCc1ccccc1NC(=S)N(CCN(C)C)Cc1cccs1 | -1.6 | -4.7 | 2.5 | -3.5 | -2.4 | -0.6 | -1.5 | -0.5 | -0.4 | 14.4
CCN(CC(=O)Nc1ccccc1SC)Cc1nc2ccccc2c(=O)[nH]1 | -0.9 | -0.1 | -4.6 | -11.4 | 1.5 | -0.5 | -4.5 | -3.7 | -3.7 | 8.0
COc1ccc(C(=O)C[n+]2ccc(N(C)C)cc2)cc1 | -2.7 | 2.5 | 6.7 | -2.2 | -2.5 | 6.8 | 0.2 | 1.8 | 0.3 | 10.0
CCn1nc2cc(C(=O)NCc3cc(C(F)(F)F)cc(C(F)(F)F)c3)ccc2c1OC | 0.8 | -9.8 | -1.4 | -5.4 | -1.1 | -14.5 | -8.2 | -0.1 | 2.7 | 3.6
Cc1ccccc1C(=O)N1CCC(C(=O)Nc2ccc(S(=O)(=O)N(C)C(C)C)cc2)CC1 | -1.5 | -11.0 | 9.3 | -4.8 | 4.3 | 0.6 | -2.7 | -2.4 | 2.2 | 9.9
CC(=O)c1ccc(Nc2cc(C)nc3ccc(C)cc23)cc1 | -0.5 | -2.9 | 2.4 | -6.0 | -3.2 | -34.8 | 4.1 | -1.5 | -3.4 | -9.2
C[C@H]1[C@H](NC(=O)c2cccc(Cl)c2)CC[C@@]23CCCN2C(=O)CCC[C@@H]13 | / | -0.3 | / | 2.7 | 5.4 | / | / | / | -3.8 | /
CCOC(=O)c1c(-c2cccs2)csc1NC(=O)CN(CC)CC | 1.8 | 5.0 | 3.3 | -2.2 | 6.6 | -24.0 | 4.1 | -4.2 | 4.7 | -1.5
